Screening results from PubChem BioAssay.
ABCB6 inh 2: blocks the human ABCB6 transporter; fluorescence ratio to DMSO, % at 10 µM; 0.19% of 360,000 active; Q9NP58; K562-ABCB6 porphyrin accumulation, flow cytometry, 1 h; active compounds read low;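 active = fluorescence ratio to DMSO below 75%, the collection mean minus 3 SD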;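 note: signal is porphyrin accumulated inside mitochondria; 100% equals median channel fluorescence of DMSO control wells; lower ratio means ABCB6 inhibition with less porphyrin fluorescence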
Target sequence (Q9NP58 whole entry, looked up): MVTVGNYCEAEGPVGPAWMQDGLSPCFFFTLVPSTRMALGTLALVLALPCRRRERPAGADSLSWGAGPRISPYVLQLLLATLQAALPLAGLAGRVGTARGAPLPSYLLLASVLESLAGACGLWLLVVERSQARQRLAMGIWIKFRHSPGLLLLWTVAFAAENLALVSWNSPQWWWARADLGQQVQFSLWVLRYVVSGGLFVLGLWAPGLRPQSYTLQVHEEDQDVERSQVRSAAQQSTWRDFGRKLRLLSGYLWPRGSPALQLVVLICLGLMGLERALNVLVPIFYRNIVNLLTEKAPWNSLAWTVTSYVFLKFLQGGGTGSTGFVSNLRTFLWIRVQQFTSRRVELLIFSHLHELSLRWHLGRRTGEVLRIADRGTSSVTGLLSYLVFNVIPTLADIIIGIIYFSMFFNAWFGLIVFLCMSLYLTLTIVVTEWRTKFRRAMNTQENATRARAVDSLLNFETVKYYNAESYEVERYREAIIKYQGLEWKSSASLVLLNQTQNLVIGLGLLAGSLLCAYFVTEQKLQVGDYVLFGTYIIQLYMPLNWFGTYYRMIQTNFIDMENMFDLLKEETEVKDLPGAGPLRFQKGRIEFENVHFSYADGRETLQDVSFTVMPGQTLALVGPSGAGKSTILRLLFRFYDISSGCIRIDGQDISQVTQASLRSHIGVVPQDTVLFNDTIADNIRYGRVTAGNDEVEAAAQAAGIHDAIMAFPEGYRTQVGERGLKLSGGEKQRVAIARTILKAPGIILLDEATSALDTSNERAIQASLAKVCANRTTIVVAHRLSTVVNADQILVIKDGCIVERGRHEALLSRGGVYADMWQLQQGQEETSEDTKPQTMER
Vif inh: HIV Vif inhibition; inhibition, % at 7.49 µM; HEK293T cells, Vif self-association by quenched fluorescence, imaging, 24 h; 0.35% of 340,000 active; in the data active = inhibition above about 50%, passing the limit was not always enough; note: some results filed as inactive read as strong as hits
Granule exo inh: blocks lytic granule exocytosis; TALL-104 LAMP-1 surface exposure, flow cytometry; cells stimulated with thapsigargin and PMA; inhibition, % at 10 µM; 0.66% of 360,000 active; AID 651702;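 active = inhibition above about 55%, limit read from the data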
PDI inh: blocks human protein disulfide isomerase activity. P07237. PDI insulin aggregation turbidity, A650, 90 min. inhibition, % at 10 µM. 0.052% of 350,000 active;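 active = mean inhibition across replicates of 30% or more, whatever share of single replicates reach that level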;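 note: absorbance from insulin aggregation driven by PDI reduction with DTT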
CaV13 FRET inh: Disruptors of the CACNA1D IQ motif to Ca2+-dependent inactivation inhibitor domain association, primary screening, Förster resonance energy transfer in intact living …; HEK cells, CFP/YFP FRET ICDI-IQ, plate reader, 10 min; percent FRET-ratio fall versus neutral wells; inhibition, % at 12.3 µM; 0.098% of 340,000 active; AID 743397;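 active = mean replicate inhibition of at least 30% and at least 1% of replicates passing that level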;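 note: 0% = median of the neutral control wells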
Cardio protect: protects H9c2 cardiomyocytes from peroxide injury; H2O2 injury protection, ATPLite, 2 h; 0.63% of 360,000 active; protection from H2O2 cell death, % at 20 µM; AID 588492;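 active = compounds giving at least 50% protection of heart cells from peroxide-induced death in the single-dose screen, raw or plate-pattern-corrected value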;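 note: 0% = DMSO wells with peroxide and 100% = DMSO wells without peroxide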
Glyco luc inh: N-linked glycosylation inhibition; D54 ERlucT glycosylation luciferase reporter, 24 h; percent of 100 nM tunicamycin response; reporter increase, % at 12.5 µM; 0.23% of 360,000 active;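 active = mean luciferase reporter signal, scaled so untreated is 0 and the glycosylation-blocking control 100, at or above a set limit in every replicate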;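 note: luciferase carries N-glycosylation sites so blocking glycosylation raises the light; 0% = median of neutral control wells and 100% = median of 100 nM tunicamycin wells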
m5-HT2A agonist: agonists of mouse serotonin 5-HT2A receptor (HTR2A); P35363; CHO-K1 mHTR2A beta-arrestin complementation, luminescence; percent of 30 µM serotonin response; activation, % at 7.6 µM; 0.66% of 360,000 active; AID 624169;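 active = activation above a run cutoff, the mean activation of all tested compounds plus 3 SD, cut at about 14% in these data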;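 note: 0% = plate median of compound wells and 100% = 30 µM serotonin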
aDG glyco act: increases alpha dystroglycan glycosylation; Pro5-aDG cells, alpha-DG glycosylation AlphaScreen (IIH6); 0% Pro5, 100% B10-LARGE cell signal; activation, % at 10 µM; 0.22% of 360,000 active; AID 624168;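 active = activation of at least 8% versus controls, or a plate z-score of at least 8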;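 note: Pro5 are CHO cells carrying HIG-tagged alpha-DG that lacks glycosylation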
iPSC survival up: increases survival of single human iPS cells; 0.044% of 360,000 active; survival enhancement, % at 20 µM; hiPSC single-cell survival, ATPlite luminescence; 100% = ROCK inhibitor wells, 0% = DMSO; in the data active = survival enhancement above about 18%;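 note: cells exposed to compounds for 16 hours before the ATP read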
* = called active by the depositor; / = not tested or not shown.

Molecule,iPSC survival up,m5-HT2A agonist,ABCB6 inh 2,CaV13 FRET inh,Vif inh,aDG glyco act,Granule exo inh,PDI inh,Cardio protect,Glyco luc inh
Cc1cccc(NC(=O)c2ccc(COc3ccccc3)o2)n1,-0.2,5,97,-6,0,-0.3,-2,3,-4,1
CCOc1ccc(OCc2cccc(C(=O)Nc3ccc(CN4CCCCC4)cc3)c2)cc1,-3.8,-7,96,-6,22,-0.6,34,-3,-20,-6
C=CCNC(=O)CC12CC3CC(C1)CC(CC(=O)NCC=C)(C3)C2,1.1,-4,101,-7,-1,0.3,6,2,-4,1
O=C(Cn1nnc(-c2ccc(Cl)cc2)n1)NCCC1=CCCCC1,2.0,1,99,-10,-3,-0.1,3,-7,4,0
COc1ccc(S(=O)(=O)n2nc(OC(=O)c3ccncc3)cc2N)cc1,1.0,3,97,-6,-3,0.0,-5,-5,9,1
COc1cc(NC(=O)Cn2c([N+](=O)[O-])cnc2C)c(OC)cc1Cl,-0.4,2,107,-2,-2,-0.1,1,6,2,2
CC1=C(Cl)C2=NS(=O)(=O)CCN2C=C1Cl,-0.4,1,100,2,11,-0.4,-2,14,4,1
CCCCn1c(N)c(N(CC(C)C)C(=O)C2CC(=O)N(c3ccc(C)cc3)C2)c(=O)[nH]c1=O (stereo not given),-0.4,5,102,-5,-4,0.1,0,10,-4,3
Cc1ccccc1C1C(C#N)=C2N=C(N)c3c(sc4c3CCCCC4)N2C2=C1C(=O)CC(C)(C)C2 (stereo not given),-0.4,-4,126,-5,10,-0.5,1,-7,-3,1
C=CCN(CC=C)Cc1cc(=O)oc2cc(C)c(Cl)cc12,1.2,-2,95,-9,4,0.0,0,/,-3,-3
COc1ccc(N2CCN(C(=O)C3=NNC(=O)CC3)CC2)cc1,0.1,3,94,-7,-3,0.3,-4,-1,-2,-2
COc1ccc(-n2c(=O)cc(N3CCOCC3)[nH]c2=O)cc1,0.0,2,105,-8,10,-0.2,-1,-6,6,3
Cc1cnc(C(=O)N2CCCC(C(=O)c3cccc(OC(C)C)c3)C2)cn1 (stereo not given),-0.5,1,96,-4,6,-0.1,-2,2,2,1
O=C(N/N=C/c1ccc(-c2cccc([N+](=O)[O-])c2)o1)[C@H]1C[C@@H]1c1ccccc1,0.1,-4,96,-6,-8,-0.3,-1,3,-1,-3
Cc1ccc(S(=O)(=O)CCC(=O)NCCc2ccc(Cl)cc2)cc1,1.7,-8,98,-3,-21,-0.2,9,-9,3,0
CN1C(=O)Nc2cccc3cccc1c23,-0.4,-5,91,-4,27,0.1,-3,-6,23,8
CC(C)NC(=O)CCCc1ccccc1,-2.0,2,97,/,9,0.0,-2,0,2,1
O=C(COC(=O)CCN1C(=O)C2CC=CCC2C1=O)NCCc1ccccc1 (stereo not given),0.5,6,95,-7,-1,-0.5,-10,-10,11,1
Cc1ccc(-n2c(C3CC3c3ccc(Cl)cc3)n[nH]c2=S)cc1 (stereo not given),0.7,5,99,-8,1,0.6,0,1,-5,2
COC(=O)C1(Cc2cc(-c3cccc(Br)c3)no2)CCN(C(=O)OC(C)(C)C)CC1,-3.8,-4,91,-5,-11,-0.1,5,-3,-9,2
N/C(=N\O)c1ccc(NC(=O)c2ccc(Br)o2)cc1,-0.6,0,96,-5,5,4.2,-1,-4,-2,-1
COc1ccc(C)cc1NC(=O)c1nnn(Cc2cc(C)ccc2C)c1N,-1.2,3,98,-2,-6,0.1,0,/,-19,-1
CCN1CCN(C(c2cccs2)C(C)NC(=O)c2ccccc2F)CC1 (stereo not given),1.0,-6,97,-7,/,0.0,1,5,8,-4
COc1ccc(OC)c(NC(=O)c2ccc3c(c2)C(=O)N(CC2CCCO2)C3=O)c1 (stereo not given),-0.4,-2,97,-7,-2,0.0,-5,1,4,-1
CCOC(=O)c1ccc(NC(=O)CN2C(=O)C(CC)SC(CC)C2=O)cc1 (stereo not given),-0.5,-2,104,-5,8,0.1,5,-3,11,-2
c1ccc(-c2cncnc2)nc1,-1.7,6,98,-4,0,-0.5,7,0,-3,3
Cc1cc(-c2ccccc2)n2ncnc2n1,-0.8,5,107,-5,33,-0.1,2,8,2,2
CCOC(=O)c1cnc2c(cnn2C)c1NCCCn1ccnc1,0.1,-1,99,-3,-1,-0.1,0,4,-3,5
Cn1ncc(Br)c1C(=O)N/N=C/c1cccc(OC2CSC2)c1,-0.9,-2,90,-5,/,0.0,1,14,-2,1
COc1ccc(OCc2cc(C(=O)N3CCCCCCC3)no2)c(Cl)c1,-0.2,8,98,-10,/,0.1,-2,-10,-4,/
Cc1ccc2c(Cl)cc(Cl)c(OCC(=O)Nc3cccc(S(=O)(=O)N(C)C)c3)c2n1,-2.4,4,98,-5,-1,-0.4,0,-13,5,0
CCOC(=O)CCNC(C(=O)OCC)c1ccccc1 (stereo not given),1.6,0,95,1,-7,0.0,-2,-8,7,-1
CCOc1ccccc1NC(=S)Nc1ncccc1C,4.3,3,103,5,-18,0.1,-4,0,3,11
COc1cccc(C(=O)NCCS(=O)(=O)N2CCCCCC2)c1,-0.4,3,99,-6,-5,0.3,7,12,9,1
Cc1ccc(CNC(=O)C(=O)NCC2OCCN2S(=O)(=O)c2cccs2)cc1 (stereo not given),-1.4,-2,97,-3,3,0.1,7,/,-7,-2
CCOc1ccc(-c2c(C(=O)N/N=C/c3ccc(C)o3)nnn2-c2nonc2N)cc1,0.8,1,79,-2,10,0.7,1,4,2,0
CCCCCCC1/C(=N\NC(=O)c2ccccc2)CCC1C(=O)OC (stereo not given),-0.2,2,97,-17,-5,0.1,-8,0,13,-1
CCOC(=O)Cc1csc(/N=C/c2c(O)n(-c3ccc(C)cc3C)c(=O)c3ccccc23)n1,0.9,0,96,-6,-1,-0.2,-1,17,3,0
CCCC(=O)Nc1nc(C(=O)OCC)cs1,0.9,3,100,-5,4,-0.1,0,-3,4,0
C/C(=N/O)c1ccc2c(c1)OCCOCCOc1cc(/C(C)=N/O)ccc1OCCOCCO2,1.5,1,91,-4,9,-0.2,0,4,3,3

For convenience, part of the list above.
Molecule,iPSC survival up,m5-HT2A agonist,ABCB6 inh 2,CaV13 FRET inh,Vif inh,aDG glyco act,Granule exo inh,PDI inh,Cardio protect,Glyco luc inh
Cc1cccc(NC(=O)c2ccc(COc3ccccc3)o2)n1,-0.2,5,97,-6,0,-0.3,-2,3,-4,1
CCOc1ccc(OCc2cccc(C(=O)Nc3ccc(CN4CCCCC4)cc3)c2)cc1,-3.8,-7,96,-6,22,-0.6,34,-3,-20,-6

The results go on:
Molecule,iPSC survival up,m5-HT2A agonist,ABCB6 inh 2,CaV13 FRET inh,Vif inh,aDG glyco act,Granule exo inh,PDI inh,Cardio protect,Glyco luc inh
CCCCC[C@H](C)N1C[C@H](COCc2ccccc2)Oc2cc(N3CCC[C@H]3C(N)=O)ccc2S1(=O)=O,0.2,1,95,-8,/,-0.1,0,/,/,/
COc1ccc(OC)c(C2=CC(=O)C[C@H](c3ccc4c(c3)OCO4)C2)c1,0.3,6,100,-4,3,0.2,2,-4,0,13
COc1ccc(/C=N\NC(=O)CNC(=O)C2COc3ccccc3O2)cc1[N+](=O)[O-] (stereo not given),-0.4,-1,101,-7,-5,0.0,-11,-1,6,-1
Cc1ccc(C)c(NC(=S)N2CCC(NC(=O)c3ccco3)CC2)c1,-0.4,3,93,-4,6,-0.1,-3,13,-4,0
CCOC(=O)N1CCC2(CC1)CC(=O)c1cc(O)ccc1O2,-2.4,5,98,-4,/,0.0,2,3,7,-1
CC(C)CCn1c(=O)c2ccccc2n2c(CCC(=O)NC3CCN(Cc4ccccc4)CC3)nnc12,0.2,-2,100,-2,2,0.4,-5,2,13,-2
O=C(Nc1cccc(Cl)c1)c1cnc[nH]1,-0.5,6,99,-1,-10,0.0,17,-18,-6,5
C=CCn1c(SCC(=O)N2CCN(C(=O)c3ccco3)CC2)nc2sc(CC)cc2c1=O,1.1,3,90,0,-10,0.1,-4,-5,8,-1
Cc1nc2c(cnn2CCO)c(=O)[nH]1,0.2,5,102,-6,3,1.4,1,-8,-2,-2
COC(=O)Cc1ccc(NC(=O)c2ccc3c(c2)C(=O)N(Cc2ccco2)C3=O)cc1,3.4,0,96,-6,/,0.1,-4,-1,-3,2
CCOc1ccc(N(Cc2ccccc2F)C2=NC3CS(=O)(=O)CC3S2)cc1 (stereo not given),-0.7,-7,100,-10,-6,-0.3,-3,/,-3,8
Cc1cc(=O)oc(C)c1C(=O)OCC(=O)c1ccc2ccccc2c1,-0.6,6,98,-5,-9,0.7,-2,0,-3,-1

Among those listed so far, seven have a furan ring, fused or not:
Molecule,iPSC survival up,m5-HT2A agonist,ABCB6 inh 2,CaV13 FRET inh,Vif inh,aDG glyco act,Granule exo inh,PDI inh,Cardio protect,Glyco luc inh
Cc1cccc(NC(=O)c2ccc(COc3ccccc3)o2)n1,-0.2,5,97,-6,0,-0.3,-2,3,-4,1
O=C(N/N=C/c1ccc(-c2cccc([N+](=O)[O-])c2)o1)[C@H]1C[C@@H]1c1ccccc1,0.1,-4,96,-6,-8,-0.3,-1,3,-1,-3
N/C(=N\O)c1ccc(NC(=O)c2ccc(Br)o2)cc1,-0.6,0,96,-5,5,4.2,-1,-4,-2,-1
CCOc1ccc(-c2c(C(=O)N/N=C/c3ccc(C)o3)nnn2-c2nonc2N)cc1,0.8,1,79,-2,10,0.7,1,4,2,0
Cc1ccc(C)c(NC(=S)N2CCC(NC(=O)c3ccco3)CC2)c1,-0.4,3,93,-4,6,-0.1,-3,13,-4,0
C=CCn1c(SCC(=O)N2CCN(C(=O)c3ccco3)CC2)nc2sc(CC)cc2c1=O,1.1,3,90,0,-10,0.1,-4,-5,8,-1
COC(=O)Cc1ccc(NC(=O)c2ccc3c(c2)C(=O)N(Cc2ccco2)C3=O)cc1,3.4,0,96,-6,/,0.1,-4,-1,-3,2

Compounds were not picked by outcome; overall some 3.1% were active at least once.
